# Screening results as filed in PubChem.
# D3 antag: D3 dopamine receptor (human) antagonism; D3R cells, DiscoveRx beta-arrestin luminescence, antagonist mode; hits give low values; AID 652054; P35462; max response, negative = inhibition, %; 360,000 compounds, 2.5% hits; in the data active = max response below about -50%; inconclusive = no clear call, values can overlap the other calls; note: % is set by controls: 0 for no effect and ±100 for the full control effect; mostly tested at two doses, the higher about 12 µM
# Target sequence (P35462 whole entry, looked up): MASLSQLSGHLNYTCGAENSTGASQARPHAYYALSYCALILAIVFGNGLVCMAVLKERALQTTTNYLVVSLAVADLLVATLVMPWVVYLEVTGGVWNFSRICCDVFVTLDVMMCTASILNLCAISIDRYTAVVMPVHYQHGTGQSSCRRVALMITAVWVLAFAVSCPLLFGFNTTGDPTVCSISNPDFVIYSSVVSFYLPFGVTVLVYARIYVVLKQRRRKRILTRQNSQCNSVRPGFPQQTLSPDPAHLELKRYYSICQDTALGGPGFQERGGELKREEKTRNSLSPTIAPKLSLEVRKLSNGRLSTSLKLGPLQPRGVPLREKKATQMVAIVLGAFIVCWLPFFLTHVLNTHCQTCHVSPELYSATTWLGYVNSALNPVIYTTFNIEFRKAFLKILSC
#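 Cells plated overnight at 1500 cells/well, then exposed to library compounds with dopamine controls for 90 minutes at 37 degrees C. DiscoveRx reagent added for 30–60 minutes at room temperature; luminescence read, quantitative HTS format.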
# TDP-43 yeast inh: rescues yeast growth from TDP-43 toxicity; Potency, µM (doses to about 46.1 µM), without a hit: at the top dose growth rescue (activation), actives largely listed as activators; AID 652104; TDP-43 expressing yeast growth rescue, BacTiter-Glo, 24 h; 410,000 compounds, 1.8% hits; note: potency is the fitted concentration of half-maximal effect; % of control where 0% means no effect; nearly all actives have a fitted effect of over 50% in size
#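 Yeast cells expressing TDP-43 under galactose induction are exposed to compounds for 24 hr at 30 deg C. BacTiter-Glo luminescence measures growth, so protective compounds score as activators.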
# EPAC2 ag: EPAC2 (human) agonism; Potency, µM (top dose mostly 154 µM), for inactives: at the top dose activation, usual class: activators; 360,000 compounds, 0.079% hits; EPAC2 activation, biochemical qHTS; response scale: 100% = 6.5 mM cAMP response; AID 720711; Q8WZA2; note: potency is the fitted concentration of half-maximal effect; nearly all actives have a fitted effect of over 50% in size
#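 qHTS, titration series. 100 nM EPAC2 / 250 nM Rap1B-BODIPY-GDP / 50 uM GDP; RT; ex 480/em 540 nm, 5-min reads to 30 min. Norm. to 6.5 mM cAMP = activation.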
# D3 ag: agonists of human D3 dopamine receptor; max activation, %; D3R DiscoveRx beta-arrestin cells, luminescence, 90 min; AID 652048; 410,000 compounds, 0.58% hits; P35462; in the data active = max activation above about 30%; note: 0% is about no effect; mostly tested at two doses, the higher about 12 µM
#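 Agonist-mode cell screen: cells plated at 1500/well and incubated overnight at 37 °C, then exposed to library compounds for 90 min at 37 °C. Detection reagent was added for 30–60 min at room temperature, and luminescence was read.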
# aSyn rescue: alpha-synuclein toxicity inhibition in yeast. Yeast expressing alpha-synuclein, growth rescue, BacTiter-Glo, 24 h. Potency, µM (titrated, usually from 46.1 µM), for inactives: at the highest dose growth rescue (activation), usual class: activators. 370,000 compounds, 0.14% hits. AID 652106; note: potency is the fitted concentration of half-maximal effect; % of control where 0% means no effect; nearly all actives have a fitted effect of over 65% in size
#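 Rescue of yeast growth: cells expressing toxic alpha-synuclein, induced in galactose at OD600 0.02, incubated with compound 24 h at 30 C. ATP luminescence quantified growth; inhibitors of toxicity appear as activators.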
# FUS yeast rescue: FUS proteinopathy suppression in yeast; Potency, µM (titrated, usually from 76.6 µM), inactives show at the top dose growth rescue (activation), hits mostly activators; S. cerevisiae FUS-expressing, growth rescue, OD600, 24 h; 390,000 compounds, 0.24% hits;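 note: potency is the fitted concentration of half-maximal effect; plate controls were DMSO vehicle for no effect and reference control for full effect; nearly all actives have a fitted effect of over 55% in size; some results filed as inactive show a strong effect at the top dose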
#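 FUS-expressing yeast, raffinose-pregrown, induced in 2% galactose minimal medium at OD 0.005; compounds in a dilution series, 24hr at 30C. Growth restoration read as absorbance at 600 nm. CP55940 positive control, DMSO negative.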
# EPAC2 antagonist: blocks human EPAC2 exchange factor. Q8WZA2. EPAC2 GEF exchange of Rap1B-BODIPY-GDP, fluorescence. Potency, µM (highest dose often 114 µM), inactives show at the highest dose activity, negative = inhibition, hits mostly inhibitors. 360,000 compounds, 0.18% hits. AID 720708; note: potency is the fitted concentration of half-maximal effect; % is set by controls: 0 for no effect and ±100 for the full control effect; nearly all actives have a fitted effect of over 45% in size; many of its hits are not listed in these tables
# Abeta rescue: restores growth of yeast expressing A-beta42 peptide; 410,000 compounds, 0.063% hits; Potency, µM (highest dose often 46.1 µM), without a hit: top-dose growth rescue, usual class: activators; yeast expressing A-beta42, growth rescue, OD600, 48 h; response scale: 0% DMSO, 100% iron-clioquinol control; note: potency is the fitted concentration of half-maximal effect; nearly all actives have a fitted effect of over 55% in size
#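 Growth rescue measured by 600 nm absorbance after 48 h yeast culture at 30 C with compound. Values normalized between DMSO and an equimolar ferric chloride plus clioquinol control.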
# Starred values were filed as active, the others as inactive; u = inconclusive; x = not tested or not shown; & = joins results of further samples; [ ] = remark or other dose. Unless noted, calls come from the whole dose curve; as a rule, active = well fitted curve in the direction sought with a large enough effect; inconclusive = small, poorly fitted or top-dose-only effect, or another doubt; inactive = no such curve, though single readings can be large; an effect the other way counts as inactive or inconclusive.
SMILES,D3 antag,TDP-43 yeast inh,EPAC2 ag,D3 ag,aSyn rescue,FUS yeast rescue,EPAC2 antagonist,Abeta rescue
COC(=O)c1ccccc1OP(=O)(c1cccc([N+](=O)[O-])c1)c1cccc([N+](=O)[O-])c1,-7,17%,15%,-2,7%,-21%,-3%,2%
NCCc1c[nH]c2ccccc12,u,11%,10%,-38,5%&1%,0%,-5%,2%
CCOC(=O)Cn1cc(C(=O)c2ccccc2F)c2ccccc21,-16,u,10%,-1,-3%,4%,0%,8%
C[C@@H]1O[C@@H](O[C@H]2C[C@@H](O)[C@]3(CO)[C@H]4[C@H](O)C[C@]5(C)[C@@H](C6COC(=O)C6)CC[C@]5(O)[C@@H]4CC[C@]3(O)C2)[C@H](O)[C@H](O)[C@H]1O (stereo not given in full),0,6%,5%,-15,8%,-29%,14%,-12%
N#Cc1cc2c(nc1SCC(=O)Nc1ccc(Cl)c(C(F)(F)F)c1)C1CCN2CC1,x,5%,x,-9,x,-1%,x,-7%
Cc1ccc(-n2c(O)c(C=NCC3CCCO3)c(=O)[nH]c2=O)c(C)c1 (stereo not given),-1,-14%,9%,-4,-2%,7%,-6%,5%
CNC(=O)Oc1cccc(-c2cn3cc(OC(=O)NC)ccc3n2)c1,-4,25%,18%,2,-22%,x,-6%,-18%
O=C1Nc2ccccc2C1Cc1nc2ccccc2c(=O)n1-c1ccccc1 (stereo not given),1,27%,9%,-2,10%,12%,7%,16%
COc1cccc(-n2c(/C=C\c3ccc(Cl)cc3)nc3ccccc3c2=O)c1,x,13%,x,8,x,-15%,x,-7%
NC(=O)c1ccc(N)nc1,-17,18%,0%,-10,-5%,-44%,-10%,-16%
c1ccc(C(c2ccccc2)c2ccncc2)cc1,u,3%,6%,-7,-9%,6%,3%,-3%
COCOC1CCC2C3CCC4=CC(=O)CCC4=C3C=CC12C (stereo not given),16,-23%,-5%,-12,8%,x,-7%,-12%
CN1CCN(Cc2cn(C)c3ccccc23)CC1CCO (stereo not given),-6,-5%,0%,-4,-3%,3%,2%,11%
CCCCn1c(N)c(C(=O)NCc2cccs2)c2nc3ccccc3nc21,-17,-5%,17%,7,0%,u,-4%,9%
CC1SC2(CN3CCC2CC3)NC1=O (stereo not given),u,10%,-8%,3,-3%,-22%,-2%,12%
COc1ccc(C2CN(C)CC2C(=O)c2ccc(C)cc2)cc1Cl (stereo not given),-23,-10%,5%,-9,1%,20%,0%,-10%
CCc1ccc(N2C(=O)CC(=O)NC2=O)cc1,-1,12%,4%,2,3%,-4%,4%,-4%
CC(=O)OC1C2CCC1C(N1CCCCC1)CC2 (stereo not given),-3,-10%,4%,0,1%,3%,1%,2%
O=c1oc(Cl)c(Cl)c2ccccc12,-74*,u,-7%,-36,2%&10%,-14%,14%,-40%[inhibitor]
Cc1c(C(c2ccc(Cl)cc2Cl)c2c(O)c3ccccc3oc2=O)c(=O)n(-c2ccccc2)n1C (stereo not given),29,10µM*,5%,6&-4,3%,10%&33%,5%,15%&-9%
CCOC(=O)[C@]12Cc3c(cc(OC)c(OC)c3OC)[C@H]1N(C)C(=O)c1cc(OC)ccc12,17,18µM*,0%,0,0%,30%,9%,-4%
CC1CN(O)C2CCc3c(no[n+]3[O-])C12O (stereo not given),24,1%,-13%,-7,-9%,17%,10%,-5%
O=C1NC(=O)N(CCC2=CCCCC2)C(=O)/C1=C/c1cccs1,18,-30%[inhibitor],2%,0,10%,2%,-3%,26%
C/C(=N\N1CCN(C)CC1)c1c(O)n(Cc2ccccc2)c(=O)[nH]c1=O,-23,-13%,-5%,-7,5%,x,4%,13%
COc1cccc(C(=O)C2CCCN(Cc3ccon3)C2)c1 (stereo not given),3,-10%,13%,10,0%,-3%,3%,16%
COc1ccc2c(c1)/C(=C/c1cnc[nH]1)C(=O)N2,23,0%,-3%,22,-16%&-15%&-14%&-11%,-35%,-4%,15%
CCOC(=O)c1ccc(NC(=O)c2cccn(Cc3ccc(C)cc3)c2=O)cc1,x,14%,x,-6,x,-1%,x,-23%
COc1ccc(NP(=O)(Nc2ccc(OC)cc2)Oc2ccccc2)cc1,1,25%,12%,2,5%,x,-2%,11%
CCN(CC)S(=O)(=O)c1cc(NC(=O)C(C)N2CC=C(c3ccccc3)CC2)ccc1C (stereo not given),-27,3%,6%,-1,3%,7%,-7%,3%
O=c1c2ccccc2nc(N2CCCC2)n1-c1ccc(Cl)cc1,-4,10%,15%,-21,-2%,18%,-8%,-22%

# 3 entries from above in a different format:
molecule: O=c1oc(Cl)c(Cl)c2ccccc12
  D3 antag: -74* | TDP-43 yeast inh: u | EPAC2 ag: -7% | D3 ag: -36 | aSyn rescue: 2%&10% | FUS yeast rescue: -14% | EPAC2 antagonist: 14% | Abeta rescue: -40%[inhibitor]
molecule: Cc1c(C(c2ccc(Cl)cc2Cl)c2c(O)c3ccccc3oc2=O)c(=O)n(-c2ccccc2)n1C (stereo not given)
  D3 antag: 29 | TDP-43 yeast inh: 10µM* | EPAC2 ag: 5% | D3 ag: 6&-4 | aSyn rescue: 3% | FUS yeast rescue: 10%&33% | EPAC2 antagonist: 5% | Abeta rescue: 15%&-9%
molecule: CCOC(=O)[C@]12Cc3c(cc(OC)c(OC)c3OC)[C@H]1N(C)C(=O)c1cc(OC)ccc12
  D3 antag: 17 | TDP-43 yeast inh: 18µM* | EPAC2 ag: 0% | D3 ag: 0 | aSyn rescue: 0% | FUS yeast rescue: 30% | EPAC2 antagonist: 9% | Abeta rescue: -4%

# The results go on.
SMILES,D3 antag,TDP-43 yeast inh,EPAC2 ag,D3 ag,aSyn rescue,FUS yeast rescue,EPAC2 antagonist,Abeta rescue
CCC12CN3CC(CC)(CN(C1)C3c1ccccn1)C2=O (stereo not given),x,7%,x,9,x,-19%,x,-9%
C#CCN1C(=O)C2(C(C#N)=C(N)OC(C)=C2C(=O)OCc2ccccc2)c2ccccc21 (stereo not given),-17,-17%,20%,4,1%,36%,-3%,-4%
O=C1NC(=O)C(=Cc2csc3ccccc23)C(=O)N1,-12,-19%,4%,-1,11%,-17%,-3%,-1%
CCOc1cc2c(cc1OCC)-n1cccc1C(c1ccc(OC)c(OC)c1)NC2 (stereo not given),1,-14%,9%,-5,-5%,-20%,18%,-10%
CCCCCCN=C(CC)c1c(O)n(CCCC)c(=O)[nH]c1=O,24,u,-14%,30,-6%,u,-14%,-7%
COc1ccc(N2CCN(CCc3ccncc3)CC2)cc1,-12,-5%,3%,-1,4%,-5%,1%,-4%
COC(=O)C1=C(c2ccccc2)C[C@@H]2CC[C@H]1N2C(=O)NCCNC(C)=O,-15,-1%,21%,-15,-3%,-8%,8%,-8%
Cc1ccccc1CS(=O)(=O)Cc1ccc(C(=O)N2CCC3(CC2)OCCO3)o1,-2,-7%,-9%,-2,3%,3%,8%,7%
O=C(Cc1ccc(Cl)cc1)NCCN1CCN(C(=O)Cc2ccc(Cl)cc2)CC1,-8,-16%,-4%,-3,-1%,5%,-1%,-10%
O=C(COc1ccccc1)N1CCN(CC2CC=CCC2)CC1 (stereo not given),-57*,-14%,2%,-14,-7%,8%,4%,-19%
Cc1cc(OC(C)C(=O)NCc2ccncc2)c2c3c(c(=O)oc2c1)CCC3 (stereo not given),4,-15%,5%,7,0%,5%,0%,-3%
C=C(C)Cn1c(=O)n(CC2CS2)c2ccccc21 (stereo not given),15,1%,-4%,5,2%,x,2%,4%
CC(CC(C)(C)N1CC1)=NNC(=O)Nc1cccc2ccccc12,26,16%,-6%,-9,0%,x,5%,3%
CC(C)c1ccc(NC(=O)CSc2nnc(OC(=O)N(C)C)n2C2CC2)cc1,8,17%,-1%,0,1%,28%,3%,13%
Cc1ccccc1OCC(=O)N1CCN(CCc2ccccn2)CC1,x,0%,x,-1,x,-3%,x,9%
COc1ccccc1N=Cc1c(O)n(C)c(=O)n(C)c1=O,-10,-16%,-3%,0,-4%,20%,3%,-14%
CC1CN(c2ccccn2)C(C)CN1C(=O)C(O)(c1ccccc1)c1ccccc1 (stereo not given),-9,-15%,1%,-20,1%,0%,0%,-3%
CC(=O)c1ccc2c(c1)C1C(Cl)C(Sc3ccccc3[N+](=O)[O-])CC1C(c1ccccc1[N+](=O)[O-])N2 (stereo not given),8,4%,7%,2,4%,48%,18%,5%
c1ccc2c3c([nH]c2c1)CNCC3,u,0%,2%,-60,-2%,-7%,4%,-5%
CC(=O)OC1CCC2(C)C(CCC3C2CC(=O)C2(C)C3CC(N3CC3)C2C(C)=O)C1 (stereo not given),-1,-19%,0%,5,0%,x,-3%,-9%
Cc1cc(NCCN)nc2ccccc12,-11,9%,9%,-21,4%,x,4%,-3%
CN(C)CC1Oc2ccccc2OC1(O)c1ccccc1 (stereo not given),-95*,-52%[inhibitor],1%,-21,-72%[inhibitor],7%,-6%,-93%[inhibitor]
Cc1ccccc1C(=O)Nc1ccc2nc(SCC(=O)N(C)c3ccccc3)sc2c1,x,35µM*,x,4,x,u,x,-43%[inhibitor]
O=C1C2CCCN2C(c2cccc(Cl)c2)N1c1ccccn1 (stereo not given),-8,-8%,-6%,-3,-14%,-15%,21%,-5%
C=C1[C@H]2C[C@H]3[C@H]4N5C[C@]6(C)CCC[C@]47[C@H]([C@H]2O)[C@]3(C[C@]5(O)[C@H]67)[C@@H]1O,36,1%,7%,-15,-4%,-7%,-11%,-13%
C(#CCN1CCOCC1)COCc1ccccc1,21,-16%,0%[15.6 µM],-6,-11%,-23%,6%,-4%
CN(C)C(CNC(=O)Cc1ccc(Br)cc1)c1ccccc1 (stereo not given),-17,10%,13%,-7,-1%,-5%,7%,5%
COc1ccccc1N1CCN(Cc2ccc(Br)cc2)CC1,-110*,-15%,18%,-5,2%,-9%,-15%,-7%
O=S(=O)(c1ccc(Cl)cc1)c1ccc(Cl)cc1,20,8%,6%,16&-14,8%,-20%,-15%,3%
CCC(C)N1C(=O)/C(=C\c2ccc(N3CCCCCC3)cc2)C(=O)NC1=S (stereo not given),-23,-11%,13%,2,-1%,51%,-24%,2%
Nc1cccc(N=Cc2c(O)n(Cc3ccc(F)cc3)c(=O)[nH]c2=O)c1,3,7%,7%,1,-1%,11µM*,-2%,-1%
COc1ccc(NC(=O)c2cn(CCC#N)nc2-c2ccc(OC)c(OC)c2)cc1,9,8%,1%,-5,-1%,-31%,5%,3%
O=c1c2ccccc2nc(/C=C/c2ccc3c(c2)OCO3)n1-c1cccc(O)c1,0,2%,10%,-3,3%,x,8%,10%
O=C1NCCOC(=O)[C@H](Cc2ccc(F)cc2)CC/C=C/C[C@H]1CC(=O)N(CCO)Cc1ccccc1,-26,8%,14%,-26,4%,25%,6%,-10%

# These rows are one share of the data; the hit share may differ from the screen's.
